Anesthetic bind = qHTS Assay for Identification of Novel General Anesthetics; apoferritin/1-aminoanthracene competitive binding, fluorescence; Ferritin light chain (Equus caballus), P02791; Potency, µM (series often up to 77.5 µM), inactives show top-dose activity change, negative = displacement, actives largely listed as inhibitors; AID 485281, 2010; 0.074% of 350,000 active; also: potency is read from the fitted curve at half-maximal effect; % is scaled to controls: 0 for no effect and ±100 for the full control effect; nearly all actives have a fitted effect of over 20% in size
Target sequence (P02791 2-175 limits assumed): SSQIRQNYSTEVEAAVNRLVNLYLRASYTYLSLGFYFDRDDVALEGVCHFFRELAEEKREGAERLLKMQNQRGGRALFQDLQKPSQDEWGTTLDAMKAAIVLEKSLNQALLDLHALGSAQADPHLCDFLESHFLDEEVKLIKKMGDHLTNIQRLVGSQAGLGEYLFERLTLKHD
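Horse-spleen apoferritin (10 uM) was mixed with 50% saturated 1-aminoanthracene in PBS, exposed to compounds for 10 min at room temperature, and read for fluorescence (ex 380 nm, em 535 nm). Competitive displacement was fitted with a four-parameter Hill equation.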
RXFP1 antag = qHTS Assay for Antagonists of the Relaxin Receptor RXFP1. HEK293-RXFP1, relaxin-stimulated cAMP HTRF, 30 min; active compounds read low. activity change, negative = inhibition, % at 57.5 µM. Relaxin receptor 1 (Homo sapiens), Q9HBX9. 0.59% of 350,000 active;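 active = activity change of -60% or lower, but not beyond a set lower limit; inconclusive = change between -60% and -40%, or beyond the set limit; inactive = change above -40%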; also: % is scaled to controls: 0 for no effect and ±100 for the full control effect
POLB inh = qHTS Assay for Inhibitors of DNA Polymerase Beta. P06746. Pol beta primer extension/strand displacement, fluorescence kinetic. Potency, µM (titrated, usually from 114 µM), for inactives: at the highest dose activity change, negative = inhibition, actives largely listed as inhibitors. 1.3% of 340,000 active. AID 485314, 2010; also: potency is read from the fitted curve at half-maximal effect; % is scaled to controls: 0 for no effect and ±100 for the full control effect
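Curves were derived by four-parameter Hill fits of normalized qHTS data. The kinetic fluorescent primer-extension read was taken at 0 and 10 min after 50 nM substrate, following a 15 min room-temperature preincubation of 10 nM enzyme with compounds.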
APEX1 inh = qHTS Assay for Inhibitors of the Human Apurinic/apyrimidinic Endonuclease 1 (APE1); Potency, µM (titrated, usually from 65.8 µM), inactives show top-dose activity change, negative = inhibition, usual class: inhibitors; 0.35% of 350,000 active; AID 2517, 2012; DNA repair nuclease/redox regulator APEX1 (Homo sapiens), P27695; recombinant APE1, TAMRA/BHQ-2 abasic DNA cleavage fluorescence;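 also: potency is read from the fitted curve at half-maximal effect; plate controls were vehicle for no effect and reference inhibitor for full effect; nearly all actives have a fitted effect of over 55% in size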
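Quantitative HTS: incision of a TAMRA/BHQ-2 double-stranded substrate bearing a tetrahydrofuran abasic site by 0.75 nM APE1 raises fluorescence. Substrate 50 nM final, added after 15 min compound preincubation at room temperature; progress as third-minus-first kinetic read difference.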
BLM helicase inh = qHTS Assay for Inhibitors of Bloom's syndrome helicase (BLM). RecQ-like DNA helicase BLM (Homo sapiens), P54132. recombinant BLM DNA unwinding, fluorescence dequenching. Potency, µM (top dose mostly 56.1 µM), for inactives: at the top dose activity change, negative = inhibition, usual class: inhibitors. 0.2% of 350,000 active;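 also: potency is read from the fitted curve at half-maximal effect; plate controls were vehicle for no effect and no enzyme for full effect; nearly all actives have a fitted effect of over 35% in size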
Pol eta inh = qHTS for Inhibitors of Polymerase Eta; DNA polymerase eta (Homo sapiens), Q9Y253; recombinant Pol eta, fluorescent DNA replication assay; Potency, µM (top dose mostly 114 µM), for inactives: top-dose activity change, negative = inhibition, usual class: inhibitors; 1.2% of 390,000 active; AID 588591, 2011; also: potency is read from the fitted curve at half-maximal effect; % is scaled to controls: 0 for no effect and ±100 for the full control effect
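Pol eta at 10 nM preincubated with compounds 15 min at room temperature; reaction started with fluorescent substrate (50 nM final) and read kinetically at 0 and 10 min.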
PGK inhibitor = qHTS Assay to Find Inhibitors of Phosphoglycerate Kinase. Phosphoglycerate kinase, glycosomal (Trypanosoma brucei brucei), P07378. PGK/GAPDH coupled, Kinase-Glo luminescence, 60 min. Potency, µM (series often up to 57.5 µM), without a hit: at the top dose activity change, negative = inhibition, usual class: inhibitors. 0.043% of 380,000 active. AID 602233, 2012; also: potency is read from the fitted curve at half-maximal effect; % is scaled to controls: 0 for no effect and ±100 for the full control effect; nearly all actives have a fitted effect of over 60% in size
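Recombinant glycosomal PGK reaction used 1,3-bisphosphoglycerate generated in-well by GAPDH (100nM final) in 100mM TEA pH 7.6, 5mM MgCl2, 0.01% Tween-20. After 60 minutes at room temperature, ATP was read by Kinase-Glo Plus luminescence end-point.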
POLK inh = qHTS for Inhibitors of Polymerase Kappa. purified Pol kappa, fluorescent DNA synthesis assay, 10 min. Potency, µM (doses to about 107 µM), for inactives: at the top dose activity, negative = inhibition, hits mostly inhibitors. 0.53% of 400,000 active. AID 588579, 2011; also: potency is read from the fitted curve at half-maximal effect; % is scaled to controls: 0 for no effect and ±100 for the full control effect
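10 nM Pol kappa was preincubated with compounds for 15 min at room temperature. Reaction started with 50 nM (final) substrate. Fluorescence read kinetically at 0 and 10 min.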
Pol iota inh = qHTS for Inhibitors of Polymerase Iota | 1% of 390,000 active | Pol iota fluorescent replication assay, 10 min | AID 588590, 2011 | DNA polymerase iota (Homo sapiens), Q9UNA4 | Potency, µM (top dose mostly 115 µM), inactives show at the highest dose activity, negative = inhibition, hits mostly inhibitors; also: potency is read from the fitted curve at half-maximal effect
Target sequence (Q9UNA4 whole entry, looked up): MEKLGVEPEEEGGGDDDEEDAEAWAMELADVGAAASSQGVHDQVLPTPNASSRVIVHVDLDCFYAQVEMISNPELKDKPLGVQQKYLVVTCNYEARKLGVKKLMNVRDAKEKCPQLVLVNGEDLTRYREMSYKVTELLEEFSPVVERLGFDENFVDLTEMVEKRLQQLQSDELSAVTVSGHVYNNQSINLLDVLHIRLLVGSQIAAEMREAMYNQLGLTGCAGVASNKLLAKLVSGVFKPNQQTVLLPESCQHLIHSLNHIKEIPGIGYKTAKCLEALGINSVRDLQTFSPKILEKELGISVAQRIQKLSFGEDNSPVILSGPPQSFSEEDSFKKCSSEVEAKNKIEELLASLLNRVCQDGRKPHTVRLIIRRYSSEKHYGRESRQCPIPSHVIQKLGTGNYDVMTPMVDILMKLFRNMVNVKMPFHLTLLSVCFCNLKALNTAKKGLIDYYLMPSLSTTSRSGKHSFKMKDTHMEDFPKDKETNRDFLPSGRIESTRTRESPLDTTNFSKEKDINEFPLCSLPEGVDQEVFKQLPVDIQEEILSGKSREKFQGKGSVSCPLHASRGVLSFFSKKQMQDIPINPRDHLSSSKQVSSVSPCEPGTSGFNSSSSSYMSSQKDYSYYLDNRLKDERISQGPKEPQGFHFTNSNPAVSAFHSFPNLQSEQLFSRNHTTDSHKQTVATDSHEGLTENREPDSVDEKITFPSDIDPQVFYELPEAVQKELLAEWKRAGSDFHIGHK
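Fluorescent replication assay read twice, at 0 min and 10 min after adding 50 nM (final) substrate. Enzyme (10 nM) and compounds were first incubated 15 min at room temperature; enzyme-free buffer wells were negative controls.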
Starred values were filed as active, the others as inactive; i = inactive; ? = inconclusive; · = no result given; [ ] = remark or other dose. Unless noted, calls follow the shape of the dose curve; as a rule, active = well fitted curve in the direction sought with a large enough effect; inconclusive = small, poorly fitted or top-dose-only effect, or another doubt; inactive = no such curve, though single readings can be large; an effect the other way counts as inactive or inconclusive. Not all compounds are listed; count on the stated rates, not on these rows.

The line under a structure holds: Anesthetic bind | RXFP1 antag | POLB inh | APEX1 inh | BLM helicase inh | Pol eta inh | PGK inhibitor | POLK inh | Pol iota inh
> O=C1CC(N2CCC(c3nc4ccccc4o3)CC2)C(=O)N1 (stereo not given)
  -4% | 3 | 1% | 2% | -4% | -15% | -8% | 6% | 8%
> CN1CCN(C(=O)c2ccccc2NC(=O)c2sc3ccccc3c2Cl)CC1
  -8% | -12 | 2% | 7% | 2% | -13% | 4% | 2% | 104%[activator]
> CC(=O)c1nn(-c2cccc(C(F)(F)F)c2)c(=O)[nH]c1=O
  2% | -10 | 37% | 30% | -1% | -3% | -6% | 0% | 48%[activator]
> COc1ccc(Br)cc1C(=O)Nc1cc(C)cc(C)c1
  -8% | -6 | 1% | -2% | -4% | -5% | -3% | -4% | -6%
> Cc1ccc(C(=O)C2=C(O)C(=O)N(Cc3ccco3)C2c2cccc(Cl)c2)o1 (stereo not given)
  ? | 2 | -18% | -2% | -4% | -14% | i | 3% | 56%[activator]
> O=C(CNCc1cccs1)Nc1ccc(OC(F)(F)F)cc1
  -2% | -21 | -24% | -1% | 0% | -18% | i | 1% | 73%[activator]
> O=C(CCN1C(=O)C2C3C=CC(C3)C2C1=O)Nc1ccccc1 (stereo not given)
  -6% | -3 | 0% | ? | -5% | 13% | 4% | -21% | 4%
> CCOC(=O)N1CCC(NC(=O)c2ccc3c(c2)ncn3C2CCCC2)CC1
  -5% | · | 19% | 14% | -3% | -5% | 10% | -15% | 4%
> CCN(C(=O)COC(=O)c1ccc(Cl)cc1N)C1CCCCC1
  -6% | 8 | 2% | -2% | -4% | -16% | -8% | 0% | 32%[activator]
> O=C(NCc1nnc(SCC(=O)N2CCCC2)o1)c1ccc(F)cc1
  -4% | -5 | 48%[activator] | 56%[activator] | 1% | -11% | -3% | -14% | 34%[activator]
> Cc1cccc(C)c1NC(=O)C(c1ccccc1)N1CC(=O)Nc2ccccc21 (stereo not given)
  3% | · | -21% | 5% | -1% | -4% | -2% | 13% | -7%
> Cc1cccc(N2CC(C(=O)Nc3ccc4c(c3)OCO4)CC2=O)c1C (stereo not given)
  3% | 4 | 0% | -3% | -3% | -11% | -8% | -7% | 24%
> Cc1nn(-c2ccccc2)c2sc(C(=O)OCc3nnc(-c4ccccc4)o3)cc12
  -13% | -2 | ? | 3% | -4% | 4% | 7% | -15% | ?
> Cc1cccc(C(=O)Nc2cccc(C(=O)OCc3cc(=O)n4nc(C(C)C)sc4n3)c2)c1
  7% | 15 | 11% | · | -3% | ? | 7% | -16%[60.1 µM] | -2%
> CCS(=O)(=O)NCc1cn2ccsc2n1
  -8% | -3 | 15% | 2% | -2% | -21% | -6% | -11% | 0%
> Cc1nn(CC(=O)NCCC2=CCCCC2)c(C)c1S(=O)(=O)N(C)C
  · | 8 | · | 10% | · | -20% | -7% | -8% | 5%
> COc1cc(C2=NOC(C(=O)Nc3ccc(C)cc3)C2)cc(OC)c1OC (stereo not given)
  -11% | 2 | 0% | -4% | -4% | -6% | -9% | -5% | 23%
> CCN(CC)Cc1ccc(Nc2ccnc3cc(Cl)ccc23)cc1O
  8% | · | · | 19% | 98%[activator] | · | · | -15%[60.1 µM] | ·
> C=C(C)Cn1c(SCC(=O)O)nnc1-c1ccccc1
  0% | -5 | 3% | 1% | 2% | -13% | 3% | -4% | 14%
> CC(=O)c1ccc(S(=O)(=O)N2CCN(CC(=O)Nc3ccnn3C3CCCC3)CC2)cc1
  · | 5 | · | · | · | -21% | -9% | -10% | 46%[activator]
> CC(C)COc1ccc(C(=O)Nc2ccc(SC(F)F)cc2)cc1
  -3% | -3 | -2% | 1% | 2% | 2% | 7% | 2% | 18%
> Cc1cc(C)c2[nH]c(=O)c(CN(CC3CCCO3)C(=S)Nc3ccccc3)cc2c1 (stereo not given)
  -2% | -16 | 3% | 0% | -1% | -15% | -6% | -19% | -20%
> Cc1ccc(OCCOC(=O)Nc2ccccc2)cc1
  0% | -7 | 40% | -1% | -3% | ? | i | -1% | -5%
> OCC[C@@H]1C[C@@H](O)[C@H](O)[C@]2(CCCc3ccccc3O2)O1
  -10% | · | 22% | 40% | -3% | -3% | 0% | -9% | -3%
> C/C(=N/NC(=O)c1cccs1)c1ccc(N2CCOCC2)cc1
  -9% | -8 | -2% | 2% | -8% | -4% | 9% | -3% | 19%
> O=C(Nc1ccc(SC(F)F)cc1)c1ccccc1F
  -12% | -17 | -19% | -6% | -5% | -7% | -8% | 3% | 9%
> CCOC(=O)c1sc(-c2ccccc2)nc1C
  -7% | -24 | -1% | 5% | -17% | -18% | -5% | 0% | 35%[activator]
> Cc1cc(C)n2nc(N)c(N=Nc3cccc(Cl)c3)c2n1
  -11% | -28 | 1% | -7% | -7% | -1% | 2% | -7% | 8%
> CS(=O)(=O)N(CC(=O)N1CCOCC1)c1cccc(F)c1
  0% | 12 | 8% | 5% | 3% | -14% | i | -1% | 104%[activator]
> Cc1ccc(O)c(CNc2cnc3ccccc3c2)c1
  ? | -10 | -22% | 12% | -9% | -19% | -7% | 10% | 44%[activator]

Structures shown so far that have a Cl atom (5):
The line under a structure holds: Anesthetic bind | RXFP1 antag | POLB inh | APEX1 inh | BLM helicase inh | Pol eta inh | PGK inhibitor | POLK inh | Pol iota inh
> CN1CCN(C(=O)c2ccccc2NC(=O)c2sc3ccccc3c2Cl)CC1
  -8% | -12 | 2% | 7% | 2% | -13% | 4% | 2% | 104%[activator]
> Cc1ccc(C(=O)C2=C(O)C(=O)N(Cc3ccco3)C2c2cccc(Cl)c2)o1 (stereo not given)
  ? | 2 | -18% | -2% | -4% | -14% | i | 3% | 56%[activator]
> CCN(C(=O)COC(=O)c1ccc(Cl)cc1N)C1CCCCC1
  -6% | 8 | 2% | -2% | -4% | -16% | -8% | 0% | 32%[activator]
> CCN(CC)Cc1ccc(Nc2ccnc3cc(Cl)ccc23)cc1O
  8% | · | · | 19% | 98%[activator] | · | · | -15%[60.1 µM] | ·
> Cc1cc(C)n2nc(N)c(N=Nc3cccc(Cl)c3)c2n1
  -11% | -28 | 1% | -7% | -7% | -1% | 2% | -7% | 8%

Remaining list, next part.
The line under a structure holds: Anesthetic bind | RXFP1 antag | POLB inh | APEX1 inh | BLM helicase inh | Pol eta inh | PGK inhibitor | POLK inh | Pol iota inh
> O=C(Nc1ccc(Br)cc1)c1cccc(C(=O)Nc2ccc(Br)cc2)c1
  -9% | -11 | -11% | · | -3% | -7% | -4% | -6% | 25%
> CC(C)CCNC(=O)Cc1c(C(=O)O)[nH]c2ccc(Cl)cc12
  -22% | -12 | 2% | 5% | 2% | -15% | -9% | -11% | -10%
> COc1c2ccc(C(=O)NCc3cc(C(F)(F)F)cc(C(F)(F)F)c3)cc2nn1C
  4% | · | 0% | -2% | -4% | -23% | 5% | -5% | 31%[activator]
> Cc1ccc(S(=O)(=O)N2CCN(Cc3nnc(-c4c(-c5ccccc5)noc4C)o3)CC2)cc1
  · | -3 | · | -13% | · | -3% | 0% | -9% | 5%
> COC(=O)c1[nH]c2ccc(C)cc2c1NC(=O)c1ccccc1[N+](=O)[O-]
  5% | -20 | 22% | -2% | 0% | -6% | 10% | -15% | 33%[activator]
> COCCn1nnnc1C(C(C)C)N1CCC(Cc2ccccc2)CC1 (stereo not given)
  -16% | -1 | -9% | 0% | -2% | -20% | -5% | 3% | ?
> O=C(Cn1nc(-c2ccccc2)ccc1=O)N1CCOCC1
  · | · | · | · | · | -18% | 2% | 5% | 4%
> COc1ccccc1C1=Nn2c(nnc2C2CCCCC2)SC1
  ? | -11 | ? | 6% | -5% | 7% | -7% | 11% | 11%
> CCOC(=O)N1CCN(C(=O)C2CCN(C(=O)Nc3ccccc3)CC2)CC1
  · | -12 | · | 32% | · | -19% | i | 1% | 56%[activator]
> CCOc1cc(CNCCSc2nnnn2C)cc(Br)c1OCc1ccccc1F
  -8% | -15 | 8% | -4% | -6% | -15% | 5% | -8% | -10%
> COc1ccc(C(=O)NNC(=O)c2ccc(C)cc2)cc1S(=O)(=O)N1CCCC1
  -5% | -12 | -14% | 1% | 1% | -15% | -5% | -15% | 186%[activator]
> CCOC(=O)CN(C(=O)Cn1nnc2ccccc21)C(C(=O)NCCOC)c1ccccc1 (stereo not given)
  -5% | -3 | 13% | 17% | -11% | 0% | 4% | -9% | 17%
> CCc1nn2c(=O)cc(COC(=O)c3cc(Cl)c(OC)c(OC)c3)nc2s1
  · | -4 | · | -26% | · | -12% | -2% | ? | ?
> CCOC(=O)N1CCN(C(=O)CCc2ccccc2)CC1
  2% | 0 | 0% | 11% | -1% | 17% | -1% | -3% | -12%
> CCC(Oc1ccccc1)C(=O)OCC(=O)Nc1sccc1C(N)=O (stereo not given)
  · | ? | · | 9% | · | -7% | 4% | -14% | -12%
> C=CCNC(=O)C1COc2ccccc2O1 (stereo not given)
  5% | -12 | 13% | 0% | -2% | -17% | -11% | 6% | 62%[activator]
> CN(CC(=O)Nc1ccc(Cl)c(C(F)(F)F)c1)C(=O)c1cccc(N2C(=O)CCC2=O)c1
  · | 0 | · | 20% | · | -16% | -2% | -4% | 3%

Source: PubChem
